# AGP1-GFP MLPCN: modulators of AGP1-GFP expression in yeast TOR pathway, primary screen, cell-based, multiplex flow cytometry, S. cerevisiae, MLPCN library; actives 0.02% (n = 320,000); 3 h; GFP as percent of DMSO wells; GFP response vs DMSO, % at 10 µM;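 active = GFP response relative to DMSO above a set limit, near screen average plus 3 SD, cut at about 150% in these data; inconclusive = fewer than 70 cells counted for the yeast strain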;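 also: median GFP channel fluorescence of the gated AGP1 strain per well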
# CR mimetic SO: reduction of superoxide in aged yeast, primary screen, HTS; S. cerevisiae aged cells, superoxide DHE fluorescence; stronger effect = lower value; superoxide response (% of plate mean), % at 10 µM; actives 0.18% (n = 330,000); AID 2690, 2010;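 active = superoxide response under a set limit, about three screen SD below normal, cut at about 65% in these data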;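 also: yeast aged for seven days with compound at 30 °C before DHE staining; 100% = average MFI of all compound-treated wells on the plate with controls excluded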
# AHR act: AHR activators, primary screen, cell-based, luminescence, luciferase reporter, human. AHR-responsive luciferase reporter cells. activation, % at 5 µM. actives 2.5% (n = 320,000). AID 2796, 2010; in the data active = activation above about 47%;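 also: 0% = vehicle wells and 100% = reference agonist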
# Target sequence (P35869 whole entry, looked up): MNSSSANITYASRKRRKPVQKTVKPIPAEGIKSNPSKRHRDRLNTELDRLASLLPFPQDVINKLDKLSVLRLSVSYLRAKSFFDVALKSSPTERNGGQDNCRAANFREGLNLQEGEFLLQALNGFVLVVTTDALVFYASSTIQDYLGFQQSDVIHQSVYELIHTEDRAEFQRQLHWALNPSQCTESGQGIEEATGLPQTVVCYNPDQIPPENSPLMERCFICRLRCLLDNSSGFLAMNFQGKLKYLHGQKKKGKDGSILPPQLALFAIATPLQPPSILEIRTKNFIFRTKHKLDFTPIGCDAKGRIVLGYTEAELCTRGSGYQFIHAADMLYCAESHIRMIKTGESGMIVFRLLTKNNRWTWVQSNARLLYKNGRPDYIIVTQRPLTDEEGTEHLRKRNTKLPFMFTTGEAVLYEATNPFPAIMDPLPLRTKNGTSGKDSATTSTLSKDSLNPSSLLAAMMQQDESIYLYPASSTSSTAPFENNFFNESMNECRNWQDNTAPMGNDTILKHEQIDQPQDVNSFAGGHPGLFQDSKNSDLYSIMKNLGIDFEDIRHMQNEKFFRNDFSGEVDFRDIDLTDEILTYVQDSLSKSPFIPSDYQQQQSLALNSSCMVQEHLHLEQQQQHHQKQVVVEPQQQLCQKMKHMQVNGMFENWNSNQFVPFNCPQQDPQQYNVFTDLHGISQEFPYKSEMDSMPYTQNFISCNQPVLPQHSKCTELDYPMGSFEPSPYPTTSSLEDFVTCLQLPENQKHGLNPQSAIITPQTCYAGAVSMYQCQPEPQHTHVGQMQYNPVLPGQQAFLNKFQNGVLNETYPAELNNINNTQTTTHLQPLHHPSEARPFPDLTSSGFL
# CIT2-GFP yeast: modulators of CIT2-GFP expression in yeast, primary screen, S. cerevisiae, GFP fusion, multiplex flow cytometry, MLPCN library | actives 0.065% (n = 320,000) | S. cerevisiae CIT2-GFP strain, 3 h; 100 means same as DMSO wells | GFP response vs DMSO, % at 10 µM;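 active = GFP response relative to DMSO above a set limit, near the screen mean plus 3 SD, cut at about 150% in these data; inconclusive = Fewer than 70 cells measured for a yeast strain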;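 also: ratio of well median GFP fluorescence to mean of DMSO wells on the plate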
# RPL19A TOR yeast: RPL19A-GFP expression modulators in yeast, primary screen, cell-based, S. cerevisiae, multiplex flow cytometry, MLPCN; S. cerevisiae RPL19A-GFP strain, 3 h; stronger effect = lower value; percent response vs DMSO, % at 10 µM; actives 0.3% (n = 330,000);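 active = percent response vs DMSO below 50%; inconclusive = fewer than 70 events counted for the yeast strain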;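 also: median channel GFP fluorescence of the barcoded RPL19A-GFP strain; ratio of sample median GFP to plate DMSO average so 100% = DMSO; lower means less RPL19A-GFP as with rapamycin TOR inhibition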
# LAP4-GFP MLPCN: modulators of LAP4-GFP expression in yeast, primary screen, S. cerevisiae, multiplex flow cytometry, MLPCN library. 3 h; median GFP as percent of DMSO wells. GFP response vs DMSO, % at 10 µM. actives 0.34% (n = 320,000);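 active = GFP response vs DMSO above a set limit, about the screen mean plus 3 SD, cut at about 150% in these data; inconclusive = under 70 cell events counted for the yeast strain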
# MEP2 TOR yeast: modulators of MEP2-GFP levels in yeast, primary screen, S. cerevisiae, multiplex flow cytometry, MLPCN library | actives 0.51% (n = 330,000) | S. cerevisiae MEP2-GFP strain, 3 h; 100% = DMSO control level | AID 2016, 2009 | GFP response vs DMSO, % at 10 µM;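 active = GFP response versus DMSO above a set limit, roughly screen mean plus 3 SD, cut at about 180% in these data; inconclusive = fewer than 70 cells counted for a yeast strain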;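 also: median GFP fluorescence of the barcode-gated MEP2-GFP cells per well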
# Efflux pump inh: inhibitors of Candida efflux pumps in yeast, primary screen, S. cerevisiae, Nile Red, multiplex; S. cerevisiae Candida pump triplex; inhibition, % at 10 µM; actives 0.44% (n = 330,000);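 active = plate passing quality check with inhibition over a set limit, or well fluorescence over plate mean plus 4 SD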;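 also: Nile Red retained in pooled yeast measured as flow cytometry median fluorescence; 0% = buffer negative control and 100% = Enniatin B positive control; higher means more Nile Red kept so more efflux inhibition; some compounds called inactive have numbers as strong as hits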
# Numbers without * were called inactive; ? = inconclusive; . = not tested or not shown; [ ] = another dose, or the depositor's remark.
SMILES,AGP1-GFP MLPCN,CR mimetic SO,AHR act,CIT2-GFP yeast,RPL19A TOR yeast,LAP4-GFP MLPCN,MEP2 TOR yeast,Efflux pump inh
Cn1c(SCC(=O)c2ccccc2)nnc1-c1ccncc1,97,98,0,93,96,105,100,0.0
CCN(CC)S(=O)(=O)c1ccc(C(=O)Nc2c3c(nn2C(C)(C)C)CS(=O)(=O)C3)cc1,96,110,1,101,.,99,98,-0.5
CCn1ncc(Br)c1C(=O)Nc1ccc(C(=O)OC(C)C)cc1,93,103,-5,81,90,106,103,0.0
COC(=O)c1cc(-c2ccccc2)nc2nc(SC)[nH]c(=O)c12,89,97,1,89,95,98,94,0.1
N#Cc1c(NC(=O)c2ccc(N3CCOCC3)c([N+](=O)[O-])c2)sc2c1CCCC2,101,82,0,113,112,104,107,-0.3
O=C(NC1CC1)c1ccc(CS(=O)(=O)c2c(Cl)cccc2Cl)o1,107,89,1,102,101,104,103,-0.1
Cn1c(CN2CCN(c3cccc(Cl)c3)CC2)nc2ccccc21,81,88,19,105,96,100,99,-0.1
COc1cc(NC(=O)COC(=O)c2ccccc2SCC(=O)N2CCCC2)cc(OC)c1,93,102,3,98,93,97,104,0.0
CCN(c1ccccc1)S(=O)(=O)c1ccc(Cl)c(C(=O)NCC2CCCO2)c1 (stereo not drawn),97,100,3,101,95,104,107,0.1
CCC(=NNC(=O)c1ccc2c(c1)nc(C)n2CC)c1cc(F)ccc1O,98,98,-2,110,100,91,98,-0.1
CSCCCNC(=S)Nc1ccc(N2CCOCC2)cc1N1CCOCC1,94,96,-1,91,92,96,94,0.0
CC(=O)c1sc2nc(-c3ccccc3)cc(C)c2c1N,96,98,10,105,105,98,101,0.0
COc1ccccc1C(=O)N1CC2(C)CC1CC(C)(C)C2 (stereo not drawn),96,96,-1,95,93,99,105,0.0
COc1ccc(N2CC(C(=O)NCCCN3CCOCC3)CC2=O)cc1 (stereo not drawn),106,94,0,105,101,97,99,-0.2
CCOc1ccc(C(C)C)cc1S(=O)(=O)N1CCOCC1,99,81,-1,97,103,102,93,-0.3
CCC(CO)Oc1cc(NCc2ccccn2)c2ncn(C(C)C)c2c1 (stereo not drawn),95,86,5,86,96,84,84,-0.4
COc1ccc2c(c1)c(C(=O)N/N=C/c1ccc(O)c(O)c1)c(C)n2C,93[may fluoresce red],87,21,99[may fluoresce red],?,78[may fluoresce red],100[may fluoresce red],4.2
O=C(NCc1ccco1)c1cc(-c2ccco2)on1,95,92,0,97,101,103,106,0.1
O=C(CCC(=O)N1CCN(c2ccccn2)CC1)c1ccc(Cl)s1,91,123,10,90,91,87,97,0.4
COc1cccc2cc(C(N)=O)oc12,104,76,4,105,98,92,109,0.1
CCOc1ccc(S(=O)(=O)NCCC(=O)NC2=NCCS2)cc1,104,100,5,101,99,99,102,0.1
CCOc1ccccc1-n1c(=S)sc2c(=O)n(-c3ccc(F)cc3)c(SCC(=O)O)nc21,100,82,1,114,109,105,112,-0.2
Cc1cccc(NC(=S)NCC(C)CSc2ccc(Cl)cc2)c1 (stereo not drawn),96,105,4,85,94,111,106,0.0
COc1ccc(C(=O)NCCCCc2ccccc2)cc1,?,82,4,?,84[may fluoresce violet],106[may fluoresce violet],?,0.0
Oc1c(/C=N/c2ccccn2)sc2ccccc12,105,71,24,94,100,106,102,0.4
Sc1nnc(-c2ccc(Cl)cc2)n1Cc1ccccc1,91,107,-1,78,94,97,96,0.0
O=C(CCc1nnc(-c2ccsc2)o1)N1CCc2c(Cl)cccc2C1,97,101,6,95,102,102,100,0.3
Cc1cc(C(=O)NNC(=O)c2ccccc2[N+](=O)[O-])c(C)o1,95,105,2,91,96,93,100,0.2
Cc1ccc(S(=O)(=O)N2CCOCC2)cc1NC(=O)COC(=O)c1cc(=O)[nH]c2ccccc12,108,94,5,105,102,111,102,0.1
O=C1Nc2ccc(Cl)cc2C(=O)C1(F)c1ccccc1 (stereo not drawn),104,102,41,96,98,107,98,0.1
[O-][n+]1onc2c1CCC1N(O)C(c3ccccc3)CC21O (stereo not drawn),104,106,9,98,100,103,103,0.0
CC(OC(=O)c1cccc(-n2cnnn2)c1)C(=O)Nc1ccc(F)cc1 (stereo not drawn),94,101,0,89,106,102,110,-0.1
CCOC(=O)C1CCN(C(=O)c2ccc(SC)cc2OC)CC1,102,88,3,89,98,108,105,-0.2
CCCCn1c(N)c(N(C)C(=O)C2CC(=O)N(Cc3ccco3)C2)c(=O)[nH]c1=O (stereo not drawn),105,92,0,99,103,106,112,0.0
O=S(=O)(Nc1cccc2ccccc12)c1cccs1,100,107,25,100,106,95,107,0.1
Cc1nc(-c2ccccc2)nc2[nH]c(C(C)C)cc(=O)c12,93,101,46,96,96,102,104,0.0
O=C1NC2(CCCCC2)C(=O)N1CCS(=O)(=O)Oc1ccccc1,88,107,16,86,.,89,93,0.7
CCCCNC(=O)CS(=O)Cc1nc(-c2ccc(C)cc2)oc1C (stereo not drawn),101,98,0,95,97,114,98,0.1
COC(=O)C1CCN(C(=O)c2ccc(Cl)c(S(=O)(=O)NCc3ccco3)c2)CC1,106,98,0,102,103,102,103,-0.1
CN(CC(=O)Nc1ccc(Cl)c(S(=O)(=O)N2CCOCC2)c1)C(=O)c1ccc(C#N)cc1,98,92,2,106,101,100,100,-0.1
COc1cccc(CNc2ccc([N+](=O)[O-])cc2Cl)c1O,92,94,0,74,96,137,100,0.0
CCN1C(=O)NC2C1N(S(C)(=O)=O)CCN2S(C)(=O)=O (stereo not drawn),100,99,1,102,100,97,99,-0.2
Cc1ccc(N2CC(c3nc4ccccc4[nH]3)CC2=O)c(C)c1 (stereo not drawn),106,95,0,111,101,118,95,0.0
COc1ccc(CN2CCCCC2c2cccnc2)c(OC)c1C (stereo not drawn),96,118,1,96,102,104,103,0.0
COc1ccc([N+](=O)[O-])cc1NC(=O)C(C)OC(=O)C1c2ccccc2Oc2ccccc21 (stereo not drawn),94,110,6,95,100,105,104,-0.1
Cn1nc(C(=O)N2CCc3ccccc32)c2ccccc2c1=O,98,102,1,101,103,95,105,0.0
O=C(CSc1ccc(C(F)(F)F)cc1[N+](=O)[O-])N1CCOCC1,97,102,4,96,104,90,98,0.2
COc1ccc(-c2noc(CCCC(=O)NCc3ccco3)n2)cc1OC,107,87,3,99,101,95,100,-0.1
COc1ccccc1CNC(=O)CN1c2cccc3cccc(c23)S1(=O)=O,96,79,1,94,96,92,96,0.0
COc1cc(OC)c(NC(=O)CCNC(=O)Cn2cnc3ccccc3c2=O)cc1Cl,104,98,0,99,101,101,105,0.1
COc1cccc(CNC(=O)C2CCN(C(=O)N3CC(C)Oc4ccccc43)CC2)c1 (stereo not drawn),113,102,-1,114,101,123,94,-0.1
COc1ccc(S(=O)(=O)CCC(=O)O)cc1,111,101,0,97,102,100,106,0.1
CCOC(=O)c1sc(=S)n(-c2ccccc2)c1N,96,99,1,93,97,112,101,0.0
C#CCOCCOCCOCCNc1nc(N2CCOCC2)nc(N2CCN(C(=O)[C@H]([C@@H](C)CC)n3cc([C@@H](N)CC(C)C)nn3)CC2)n1,95,99,1,103,100,116,88,0.1
O=C(O)C1=C[C@H](c2cccs2)C[C@H](OCCCCO)O1,97,96,4,97,95,90,104,0.0
Cn1nccc1C(=O)N(CCN1CCCCC1)CC1CCCN(C2CCCC2)C1 (stereo not drawn),98,104,1,94,98,104,108,0.0
Cc1cc(NC(=O)COc2ccc(Cl)cc2Cl)n(CCC#N)n1,101,102,-1,97,98,101,104,-0.1
OCCOCCn1c(C(CO)Nc2nc(-c3ccc(Cl)cc3)cs2)nc2ccccc21 (stereo not drawn),108,104,40,99,105,97,109,0.1
COc1ccccc1OCC(=O)N1CCCCCCC1,102,98,3,102,107,98,106,0.1
CC(C)C(NC(=O)c1ccc([N+](=O)[O-])cc1Cl)C(=O)N1CCCC1 (stereo not drawn),95,124,3,102,100,99,101,0.1

# Next compounds
SMILES,AGP1-GFP MLPCN,CR mimetic SO,AHR act,CIT2-GFP yeast,RPL19A TOR yeast,LAP4-GFP MLPCN,MEP2 TOR yeast,Efflux pump inh
O=C(NC1CCCc2ccccc21)C1CCN(S(=O)(=O)c2cccc(C(F)(F)F)c2)CC1 (stereo not drawn),91,101,4,109,105,81,101,-0.8
Clc1ccc(-c2cc(COc3ccccc3)on2)cc1,91,100,-10,90,97,92,109,0.4
CN(C)CCNc1ncnc2c1sc1nc(N3CCOCC3)c3c(c12)CC(C)(C)SC3,101,93,0,98,99,106,109,0.0
C/C(=N/NC(=O)c1nnn(-c2nonc2N)c1-c1ccccc1)c1ccc2c(c1)OCO2,100,106,3,97,99,91,98,0.2
CN1C(=O)CSC1=Nc1ccc(Br)cc1,?,97,-4,?,?,78[may fluoresce red and violet],88[may fluoresce red and violet],0.0
C=CCNc1nc2c(c(=O)n(C)c(=O)n2C)n1CCCCCC,88,77,-10,95,106,113,106,0.1
CCCCCCNC(=O)CCNS(=O)(=O)c1ccc(C)cc1,103,101,6,104,107,100,101,-0.1
CCC1CCCCN1c1cc(C)nc2cc(-c3cccc(C)c3)nn12 (stereo not drawn),92,104,17,91,101,105,95,0.2
O=c1[nH]c2c(Br)cnc([N+](=O)[O-])c2[nH]1,103,110,3,98,99,103,97,0.0
CCCCCCC(=O)Nc1cc2c(C)cc(=O)oc2cc1C,96,104,5,96,98,.,101,0.1
COc1ccccc1C(=O)N/C(=C\c1cn(S(=O)(=O)N(C)C)c2ccccc12)C(=O)N1CCCCC1,107,107,0,107,103,95,103,0.0
O=C(CSc1nnc(-c2cccs2)n1Cc1ccco1)c1ccc2c(c1)OCO2,95,88,3,101,90,93,101,0.0
COc1ccc(S(=O)(=O)Cc2ccc(C(=O)N3CCCC3)o2)cc1,97,98,-1,101,96,97,105,0.0
CC(=O)OC[C@H]1O[C@@H](n2ccc(=O)[nH]c2=S)C(OC(C)=O)C1OC(C)=O (stereo partly drawn),99,109,1,89,93,91,110,-0.1
CC(=O)c1ccc(NCC2COc3ccccc3O2)c([N+](=O)[O-])c1 (stereo not drawn),100,115,29,93,95,116,102,-0.1
Cc1ccc(CNC(=O)CCc2ccccc2)cc1,103,91,2,94,102,93,101,0.0
Cc1cccc(NC(=S)/N=C(\N)Nc2nc(C)c3ccc(C)cc3n2)c1,91,94,57*,98,94,103,97,-0.2
CN(CC(=O)Nc1ccccc1Br)C(=O)c1ccncc1,95,91,9,97,99,96,94,0.7
Cc1ccc(/C=C/c2ccc3cccc(O)c3n2)s1,100,102,36,107,108,105,106,0.1
N#CCCn1cc(C(=O)N2CCCCC2)c(-c2ccc([N+](=O)[O-])cc2)n1,98,134,-1,103,114,105,106,0.1
CCCCN1C(C)=CC(=C2C(=O)c3ccccc3C2=O)C=C1C,105,81,-2,104,102,98,100,-0.3
COc1ccc(C)cc1NC(=O)CNC(=O)c1sc2ccccc2c1Cl,99,99,13,91,99,105,105,0.1

# Source: PubChem (several laboratories)
